# ALOX12 inh: Primary qHTS assay for inhibitors of human arachidonate 12S-lipoxygenase (ALOX12): Round 2. Polyunsaturated fatty acid lipoxygenase ALOX12 (Homo sapiens), P18054. purified 12hLO, xylenol orange hydroperoxide absorbance. Potency, µM (series often up to 108 µM), for the others: at the highest dose activity change, negative = inhibition, most hits filed as inhibitors. 580,000 tested, 1.1% active. AID 1671190, 2021; active = well fitted inhibition curve with a large enough effect; inconclusive = small, poorly fitted or top-dose-only effect, or another doubt; inactive = no such curve, though single readings can be large or run the other way; also: potency is read from the fitted curve at half-maximal effect
# Target sequence (P18054 whole entry, looked up): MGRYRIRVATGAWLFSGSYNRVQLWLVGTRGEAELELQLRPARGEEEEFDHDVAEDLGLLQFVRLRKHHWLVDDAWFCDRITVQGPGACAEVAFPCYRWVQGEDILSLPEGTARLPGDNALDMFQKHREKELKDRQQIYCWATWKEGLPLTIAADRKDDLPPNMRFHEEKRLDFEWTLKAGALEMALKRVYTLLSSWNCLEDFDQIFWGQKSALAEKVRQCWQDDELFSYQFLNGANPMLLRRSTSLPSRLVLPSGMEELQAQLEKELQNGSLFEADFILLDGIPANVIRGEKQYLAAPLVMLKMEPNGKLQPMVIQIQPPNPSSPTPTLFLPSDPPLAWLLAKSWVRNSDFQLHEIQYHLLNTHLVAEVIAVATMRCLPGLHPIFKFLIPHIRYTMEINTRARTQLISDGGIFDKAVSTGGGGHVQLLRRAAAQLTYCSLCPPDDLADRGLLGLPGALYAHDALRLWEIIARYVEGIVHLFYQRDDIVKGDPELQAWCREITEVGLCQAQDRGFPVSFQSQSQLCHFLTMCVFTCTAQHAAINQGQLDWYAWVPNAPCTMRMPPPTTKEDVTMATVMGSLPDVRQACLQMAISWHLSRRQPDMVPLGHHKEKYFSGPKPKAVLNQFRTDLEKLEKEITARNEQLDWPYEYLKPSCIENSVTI
#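 Purified human 12hLO at 150 nM in 25 mM Hepes, 0.01% Triton X-100, pH 7.0, preincubated 15 min at room temperature with compound. Reaction started with 40 uM arachidonic acid, 30 min at room temperature. Hydroperoxide measured by Fe-xylenol orange, 573/405 nm absorbance ratio.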
# LDHA block: qHTS assay for inhibitors of human lactate dehydrogenase; L-lactate dehydrogenase A chain (Homo sapiens), P00338; purified LDHA, NADH/diaphorase-resazurin fluorescence; hits give low values; activity change, % (values are at about 110 or 230 µM); 480,000 tested, 0.15% active; AID 1347041, 2019; in the data active = activity change below about -30%; inconclusive = mostly about -25% to -30%;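 also: plate controls were DMSO wells for no effect and wells without enzyme for full effect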
#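 Resorufin fluorescence (ex540/em590), read at 0 and 20 min after diaphorase/resazurin addition, reports the NADH left after a 5 min room-temperature reaction of 2 nM human LDH5 with 0.06 mM NADH and 0.2 mM pyruvate.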
# Numbers without * were called inactive; ? = inconclusive; [ ] = dose if it differs, or a comment. Unless noted, % is scaled to controls: 0 for no effect and ±100 for the full control effect. Not all compounds are listed. The share of hits here may be higher or lower than overall.
SMILES,ALOX12 inh,LDHA block
CCOC(=O)C(Cc1cc(C)c(CC(C(=O)OCC)C(=O)OCC)cc1C)C(=O)OCC,73%[activator],7
Cc1ccc(OCC(=O)NNC(=S)NC(=O)COc2ccccc2)cc1,11µM*,-11
CN1CCN(NC(=O)c2ccc(Br)cc2)CC1,-3%,1
CC(=O)c1ccc(NC(=O)CSCc2cccc(F)c2)cc1,-1%,-16
N#CCCN(C(=O)Cn1nc(Cc2cccnc2)c2ccccc2c1=O)c1ccccc1,?,3
S=C(NCCCCc1ccccc1)Nc1cccc(Cl)c1Cl,25µM*,-2
CC1CCCCN1CCCNC(=O)c1cc(C2CC2)nc2ccccc12 (stereo unspecified),-4%,-1
Nc1sccc1C(=O)N1CCN(c2ccccc2)CC1,?,-2
COc1ccc2sc(N(Cc3cccnc3)C(=O)C3=COCCO3)nc2c1,-8%,7
CCOc1ccccc1N1CCN(CC(=O)Nc2cc(Cl)ccc2Cl)CC1,-16%,-1
CC(C)C[C@@H]1CC2=C(C(=O)OC(C)(C)O2)[C@H](c2ccc(Cl)cc2)O1,-137%,2
O=c1c2sccc2ncn1Cc1coc(-c2ccccc2)n1,4%,0
CC(C)C(NC(=O)c1ccc(CO)cc1)C(=O)O (stereo unspecified),6%,-9
N#Cc1nc(-c2ccco2)oc1N1CCN(C(=O)c2ccc(Cl)cc2Cl)CC1,-1%,1
CCCNc1nc2ccccc2nc1C(=O)Nc1ccccc1Cl,13%,5
CC12CC3CC(C1)CC(NC(=O)c1ccc(Cl)cc1Cl)(C3)C2,-32%,6
COc1ccc(NC(=O)Cn2c(=O)c3cccn3c3ccccc32)cc1OC,12%,-16
CCC1CCCCN1C(=O)Cn1cnc2c1c(=O)n(C)c(=O)n2C (stereo unspecified),5%,-2
CC(C)c1ccc(NC(=O)Cn2cnnc2C#N)cc1,5%,3
O=C(CCc1c[nH]c2ccccc12)N1CCCC1CN1CCCC1 (stereo unspecified),0%,-7
CCN1CCN(C(=O)c2cccc(NC(=O)c3nnc(COc4cc(C)cc(C)c4)s3)c2)CC1,-6%,-5
O=C(/C=C/c1ccc(C(F)(F)F)cc1)c1cccc(N2CCCC2=O)c1,16%,13
COc1ccc(C(=O)Nc2cnc3c(cnn3C(C)C)c2)cc1S(=O)(=O)N1CCCC1,?,2
CC(=O)c1c(C)[nH]c(C(=O)c2cc3cc(Cl)ccc3o2)c1C,?,4
CCSc1ncc(Cl)c(C(=O)Nc2nnc(C(C)C)s2)n1,35%,1
Cc1nc2cccnc2n1-c1cc(C(=O)Nc2ccc(F)cc2Cl)ccc1Cl,-4%,-1
NS(=O)(=O)c1ccc(NC(=O)CCN(Cc2cccs2)C2CC2)cc1,17%,-1
CCCCCCCCN1C(=O)[C@H](CC(=O)N2CCCC2)C[C@@]2(C(=O)OCC)CCCC=C12,-22%,8
CC(=O)c1cc2ccccc2o1,12%,-4
N#C/C(=C/c1ccc(-c2ccccc2)cc1)C(N)=O,39%[activator],8
COc1ccc(CN(C)c2nc3ccccc3nc2NS(=O)(=O)c2ccccc2)cc1OC,-71%,-4
COC(=O)c1ccc(CNC(=O)C2CC2)cc1,6%,6
CCc1cccc(NC(=O)CCc2c[nH]c3ccccc23)c1,-14%,-5
N#C/C(=C\c1ccc(-c2ccc(C#N)cc2)o1)c1nc2ccccc2[nH]1,?,0
O=C(/C=C/c1cccc(O)c1)c1ccc(-c2cccs2)cc1,?,5
CCn1c(SCC(=O)c2ccc[nH]2)nnc1-c1ccccc1,-21%,-5
CCCCCNC(=O)Cc1cccs1,3%,2
CCOc1cc(Cl)c(C=O)cc1OC,3%,-2
NC(=O)NC(=O)COC(=O)c1ccc(F)cc1F,27%,-17
O=C(CCc1cccs1)Nc1nc(-c2ccc(Cl)cc2)cs1,-1%,6
COc1cccc(-c2noc(-c3cc4cc(Br)ccc4oc3=O)n2)c1OC,-14%,-5
CCn1c(C)cc(C(=O)Cn2nc(C)c(C)c(C#N)c2=O)c1C,0%,16
O=C(CCCNc1nc(Cl)nc2nc[nH]c12)NC1CC1,6%,-2
O=[N+]([O-])c1ccc(C=NCC23CCC4CC(CC(C4)C2)C3)cc1,0%,6
CC(NC(=O)c1cc(Cl)nc(Cl)c1)C1CC2CCC1C2 (stereo unspecified),?,-1
CCOc1ccc(NC(=O)c2nc3ccccc3nc2N(CC)CC)cc1,0%,3
CCC(C)(C)C1CCc2c(sc(NC(=O)/C=C/c3ccc(C(C)C)cc3)c2C#N)C1 (stereo unspecified),14%,1
O=C(CCn1c(=O)oc2ccccc21)Nc1cccc(S(=O)(=O)N2CCCC2)c1,14%,5
Cc1ccc(Nc2nc3ccccc3nc2NS(=O)(=O)c2ccc(F)cc2)cc1C,-5%,3
COCCNC(=O)c1cc(-c2ccc(C)cc2)nc2ccccc12,-5%,2

# Further structures.
SMILES,ALOX12 inh,LDHA block
O=C(c1ccccc1)c1ccc2n1CCC2C(=O)Nc1cccc(F)c1 (stereo unspecified),-12%,1
Cc1ccc2nc(-c3ccccc3)cc(C(=O)N3CCN(C(=O)c4ccco4)CC3)c2c1,-6%,6
COc1cc(C(CC(=O)Nc2ccccc2)N2Cc3ccccc3C2=O)cc(OC)c1OC (stereo unspecified),-6%,-6
C#CCNC(=O)NCc1ccc(C(=O)NC)cc1,8%,-6
Cc1ccc(C)c(C(C)NC(=O)c2cccnc2)c1 (stereo unspecified),3%,0
Cc1ccc2nc(/C(C#N)=C/c3cc(I)cc(I)c3OCc3ccccc3)[nH]c2c1,2%,3
CCCCCCCCc1cnc(-c2ccc(O)cc2)nc1,-74%,1
COC(=O)c1cn(CC(C)n2c(=O)c3ccccc3n2Cc2cc(C(C)C)no2)nn1 (stereo unspecified),87%,-4
COc1ccc(-c2cc(=O)n3[nH]c(C)nc3n2)cc1OC,?,8
COCCn1c(SCC(C)C)nc2c1c(=O)[nH]c(=O)n2C,10%,3
N#Cc1cccnc1NCCc1coc(-c2ccccc2)n1,-17%,9
CNc1c(NS(=O)(=O)c2ccc(C)cc2)c(=O)oc2ccccc12,-7%,-2
Cc1ncc(-c2ccc(S(=O)(=O)Nc3ccc(Cl)cc3)cc2)o1,?,-11
Cc1c(-c2ccccc2)c(=O)oc2ccc(OC(=O)c3ccccc3)cc12,25%,6
N#Cc1ccc(NCC(=O)Nc2ccccc2)cc1,-7%,-1
CC(C)Cc1nc(C#N)c(N2CCN(c3cccc(Cl)c3)CC2)o1,-6%,2
CSc1ccc(C=Nc2ccc(Br)c(Cl)c2)cc1,29%,-2
Cc1ccc(CNC(=O)c2ccc(Cl)c(-n3c(C)nc4cccnc43)c2)cc1,-25%,-2
CCOC(=O)c1nc2ccccc2c(-c2ccccc2)c1C,18%,-1
O=C(NCc1coc(-c2cccs2)n1)c1ccccc1Br,5%,-4
COc1ccc(OCc2ccc(C#N)cc2)c(C(C)=O)c1,-32%,4
Cc1cccc(C)c1NC(=O)C1(C)CSCC(=O)N1Cc1cccs1 (stereo unspecified),2%,1
O=c1c(=O)n(-c2ccc(F)c(F)c2)ccn1Cc1c(F)cccc1Cl,-3%,0
CCOC(=O)CC(NC(=O)c1cc2cc(OC)ccc2oc1=O)c1ccc(C)cc1 (stereo unspecified),?,-6
Cc1oc(-c2cccs2)nc1C(=O)N1CCC(NC(=O)C2CC2)CC1,1%,-14
Cc1ccc(OCCSc2nc3cc(S(=O)(=O)N(C)C)ccc3o2)cc1,-2%,-13
CC1CCCCN1S(=O)(=O)c1cccc(C(=O)OCc2nnc(-c3ccc(Cl)cc3)o2)c1 (stereo unspecified),0%,2
Cc1ccc(C)c(OCC(=O)Nc2ccc(Br)cc2C(=O)O)c1,?,2
O=C(CCSc1ccc(F)c(F)c1)Nc1ccc(-n2cnnn2)cc1,-89%,-10
COc1cccc(CN2CCC(C)CC2)c1OC,?,-3
O=C(Nc1nc(-c2cc(F)ccc2F)cs1)c1ccc(Cl)c(N2CCCC2=O)c1,-3%,1
O=C(O)CCc1ccncc1,-4%,-1
C=CCNc1nc2c(c(=O)n(C)c(=O)n2C)n1Cc1ccc(Cl)cc1,-4%,1
CC(C)NC(=O)c1ccccc1Br,-1%,2
CCCNc1nc(-c2ccc(Br)cc2)cs1,?,12
Cc1ccc(C)c(-c2csc(NC(=O)c3cc(C)on3)n2)c1,9%,7
Cc1nc(SCc2ccccc2)[nH]c(=O)c1CCC(=O)N1CCN(C(=O)C2CC2)CC1,4%,0
COCCCNC(=O)CSc1ccc(C)cc1C,?,2
Oc1c(C(c2cccs2)N2CCCC2)sc2nc(-c3ccco3)nn12 (stereo unspecified),?,8
CC(CC(=O)NCCc1ccccn1)c1ccccc1 (stereo unspecified),-6%,-6
COCc1cnc2c(c1SCc1ccccc1)c(=O)n(C)c(=O)n2C,?,0
CCOc1cc(/C=N/O)ccc1OCc1ccccc1Cl,?,4
C=CCOc1ccc(Br)cc1/C=C(/C#N)C(=O)Nc1ccccc1C(F)(F)F,?,7
CNc1c(NC(=O)NCCCOC)c(=O)oc2ccccc12,-42%,-1
Cc1ccc(-c2nc3cc(C(C)C)ccc3o2)cc1NC(=O)c1cccnc1,10%,0
Cc1c(Cl)c(C(F)(F)F)nn1CC(=O)Nc1cc(Cl)ccc1Cl,?,-6
Cc1cccc(/C=N/Nc2ccc(Cl)c(Cl)c2)c1,5.6µM*,3
COc1ccc(CCNc2oc(C(C)C)nc2C#N)cc1,-2%,-1
CCN(Cc1ccc(OC)c(OC)c1)S(=O)(=O)c1cnn(C)c1,15%,5
O=C(Cn1cnc2ccccc2c1=O)OCC(=O)c1ccccc1,-17%,4

# Some of these compounds in order of count of non-hydrogen atoms, descending:
SMILES,ALOX12 inh,LDHA block
COCc1cnc2c(c1SCc1ccccc1)c(=O)n(C)c(=O)n2C,?,0
Cc1c(Cl)c(C(F)(F)F)nn1CC(=O)Nc1cc(Cl)ccc1Cl,?,-6
COc1ccc(CCNc2oc(C(C)C)nc2C#N)cc1,-2%,-1

# (next part)
SMILES,ALOX12 inh,LDHA block
CC(C)CNC(=O)c1cc2cc(N(C)S(=O)(=O)c3ccc(Cl)cc3)ccc2s1,6%,3
FC(F)(F)c1cccc(-n2nnnc2C2(N3CCOCC3)CCCC2)c1,-48%,-1
N#Cc1nc(C2CC2)oc1N1CCN(C(=O)c2cc(F)cc(F)c2)CC1,-2%,0
CCCCCCCCN1C(=O)[C@H](CC(=O)NCCCCc2ccccc2)C[C@@]2(C(=O)OC)CCCCC=C12,?,1
Cc1cc2nc(/C(C#N)=C/c3coc4ccccc4c3=O)[nH]c2cc1C,?,?
O=[N+]([O-])c1ccc(NN=CC2CCCCCC2)c([N+](=O)[O-])c1,?,-5
COc1c(Br)cc(/C=C(\C#N)c2nc3ccccc3[nH]2)c(OC)c1Br,-10%,-17
CN(C)S(=O)(=O)c1ccc2oc(SCCOc3ccc(Br)cc3)nc2c1,11%,3
CC1=C(C(=O)Nc2ccc(C)cn2)C(c2cccc(Oc3ccccc3)c2)C2=C(CCCC2=O)N1 (stereo unspecified),-12%,-8
CCCOC(=O)C1=C(C)Nc2nnnn2C1c1ccccc1OCCC (stereo unspecified),25%,9

# 4 of the entries above in order of the LDHA block value, highest first.
SMILES,ALOX12 inh,LDHA block
CCCOC(=O)C1=C(C)Nc2nnnn2C1c1ccccc1OCCC (stereo unspecified),25%,9
CCCCCCCCN1C(=O)[C@H](CC(=O)NCCCCc2ccccc2)C[C@@]2(C(=O)OC)CCCCC=C12,?,1
N#Cc1nc(C2CC2)oc1N1CCN(C(=O)c2cc(F)cc(F)c2)CC1,-2%,0
COc1c(Br)cc(/C=C(\C#N)c2nc3ccccc3[nH]2)c(OC)c1Br,-10%,-17

# The list goes on:
SMILES,ALOX12 inh,LDHA block
Cc1[nH]c2ccccc2c1C(=O)C(=O)NCC(C)N1CCCC1 (stereo unspecified),-5%,11
Cc1ccc(NC(=O)Cn2cnnc2C#N)cc1Cl,-3%,0
C=CCOc1cccc2[nH]c(C(=O)O)cc12,?,10
Cc1c(-c2ccccc2)oc2c(C(=O)N3CCN(CCC(C)C)CC3)cccc2c1=O,-13%,7
COc1ccc(CN2C(=O)c3ccccc3C2(C)c2nc3ccccc3[nH]2)cc1 (stereo unspecified),-1%,-7
Cc1cccc(C(=O)NC(NC(=O)c2cccc(C)c2)c2ccccc2F)c1,-49%,6
CC(C)(C)C1CCc2onc(C(=O)N3CCCCCC3)c2C1 (stereo unspecified),17%,-6
CCOC(=O)c1c(NC(=O)c2nc3nc(C)cc(C(F)F)n3n2)sc2c1CCCC2,33%[activator],5
COc1ccc(C2CCCCCN2C(=O)c2csc(-c3ccsc3)n2)cc1 (stereo unspecified),17%,9
COc1ccc(Cl)cc1C(=O)Nc1ccc(-n2cnnn2)cc1,46%[activator],-14
CC1(C)CCC(NC(=O)C2CCC2)c2ccccc21 (stereo unspecified),8%,3
Cc1c(Cl)cccc1NC(=O)CSc1nc2c(=O)n(C)c(=O)n(C)c2n1C,-8%,-6

# Entries of single compounds from above. Values in the order: ALOX12 inh	LDHA block
# O=C(CCCNc1nc(Cl)nc2nc[nH]c12)NC1CC1 is listed as 6%	-2
# O=C(c1ccccc1)c1ccc2n1CCC2C(=O)Nc1cccc(F)c1 (stereo unspecified) is listed as -12%	1
